TTR transcr act – TTR transcription activation, primary screen | hit rate 1.3% among 92,000 | activation, % at 16.7 µM | AID 1117267 | SH-SY5Y TTR promoter Gaussia luciferase, luminescence; 100% = recombinant luciferase protein wells;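 active = activation above the mean of all tested compounds plus 3 SD, cut at about 9.5% in these data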;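 note: cells exposed to compounds for one day before reading; 0% = median of all test compound wells on the plate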
* = called active by the depositor. Some of the compounds tested; count on the stated rates, not on these rows.

SMILES	TTR transcr act
O=C(NC1CCCCN(Cc2ccc(Cl)cc2)C1=O)c1ccc2ccccc2c1 (stereo not drawn)	-0.6
CCOc1cc(C(=O)Nc2ccccc2F)cc(Br)c1OCC	-0.4
O=C(Nc1ccc(Cl)c(Cl)c1)Nc1nccs1	-3.1
O=C(NCc1ccccn1)C1CCN(C(=O)c2cc3sccc3n2Cc2ccc(F)cc2)CC1	-0.1
Cc1ccsc1CN1CC(=O)N(c2c(C)cccc2C)C1=S	8.6
COc1ccc(C(=O)CSc2ccc(-c3ccccc3)nn2)cc1	0.1
Cc1ccc(Cl)cc1NC(=O)CC1NC2CCCCC2NC1=O (stereo not drawn)	4.6
Cc1nonc1OCCNC(=O)C12CC3CC(CC(C3)C1)C2	0.8
O=C1C2CCCCC2C(=O)N1c1ccc(NC2CCCCC2)c([N+](=O)[O-])c1 (stereo not drawn)	-0.7
NCCNc1ccc([N+](=O)[O-])cc1	5.5
CC(=O)Nc1ccc(/C=C/COC(C)=O)cc1C	0.2
Cc1csc(SCC(=O)Nc2nc(-c3ccccc3)cs2)n1	3.3
COc1cccc2[nH]c3c(N4CCCCC4)ncnc3c12	1.3
O=C(COC(=O)c1ccc(Cl)nc1)NC(=O)c1ccccc1	-1.0
Cc1ccc(OCCCOc2ccc(Cl)cc2Cl)c([N+](=O)[O-])n1	-0.3
CN1CCN(c2nc3c(c(=O)[nH]c(=O)n3C)n2Cc2ccc(Cl)cc2)CC1	0.4
Cc1ccc(S(=O)(=O)/N=C(\CCl)N2CCOCC2)cc1	-2.0
O=C(Nc1ccc(C(F)(F)F)cn1)Nc1cccs1	-4.1
COc1cc(NC(=O)CSc2ncccc2C(=O)OC(C)C)cc(OC)c1	2.1
COc1ccc2nc(NC(=O)CCc3nc(-c4ccccc4F)no3)sc2c1	-1.2
NC(=S)NN=Cc1nccc2c(C(F)(F)F)cccc12	-2.9
CN(C)C(=O)CCc1nc(-c2ccc(C(C)(C)C)cc2)no1	2.3
CCOc1ccc(-c2nc(-c3ccc(OC)cc3)no2)cc1OCC	0.4
O=C(c1ccccn1)N1CCN(S(=O)(=O)c2ccccc2)CC1	-1.3
COc1cc(C(C)=O)ccc1Oc1ncnc2c1cnn2-c1ccc(F)cc1	3.7
CC1(C)C2CCC(C2)C1(C)NC(=O)CN1CCN(Cc2ccccc2)CC1 (stereo not drawn)	-1.2
CC(C)(C)OC(=O)C[C@H]1C/C=C\C[C@H](CC(=O)N(CCO)Cc2ccccc2)C(=O)N[C@H](C(C)(C)C)COC1=O	-4.0
Cc1ccc(CNC(=O)C2CCN(S(=O)(=O)c3ccc4c(c3)CC(C)N4C(=O)C3CCC3)CC2)o1 (stereo not drawn)	-2.9
CC1(c2ccccc2)NC(=O)N(CC(=O)Nc2ccc3c(c2)OCO3)C1=O (stereo not drawn)	-1.0
CC(=O)Nc1cccc(-c2nc3ccccc3s2)c1C	0.7
CC(C)CNC(=O)c1ccccc1NC(=O)c1ccc(CSc2ccccc2)cc1	0.2
Cc1cccc(N2NC(=O)/C(=C/c3ccc(-c4ccc(Cl)c(C(=O)O)c4)o3)C2=O)c1	0.9
Cn1c(NCC(O)c2ccccc2)nc2c1c(=O)n(Cc1ccc(Cl)c(Cl)c1)c(=O)n2C (stereo not drawn)	-3.3
Cc1ccccc1OCC(=O)NC(=S)Nc1ccc(S(=O)(=O)NC2CCCCC2)cc1	-4.7
Cc1cc(C)n(-c2nc(-c3ccc(Cl)c(Cl)c3)cs2)n1	-0.1
COc1cc(C(=O)NC(=S)Nc2ccc3ccccc3c2)cc(OC)c1OC	2.0
CC(C=CC(O)=C1C(=O)CNC1=O)=C[C@@H](C)C1OC2(C)OC(C(=O)C3O[C@@]32C)C1C (stereo partly drawn)	-1.0
Cc1ccc(S(=O)(=O)CCC(=O)OCC(=O)NC(C)c2ccccc2)cc1 (stereo not drawn)	-0.3
Cc1ccc(-c2nc(CN(C)Cc3cccc4cnccc34)c(C)o2)s1	-2.6
O=C(NCc1cccnc1)C(=O)NCC1CCCO1 (stereo not drawn)	0.6

In the list so far, 7 have four or more nitrogen atoms.
SMILES	TTR transcr act
O=C(NCc1ccccn1)C1CCN(C(=O)c2cc3sccc3n2Cc2ccc(F)cc2)CC1	-0.1
COc1cccc2[nH]c3c(N4CCCCC4)ncnc3c12	1.3
CN1CCN(c2nc3c(c(=O)[nH]c(=O)n3C)n2Cc2ccc(Cl)cc2)CC1	0.4
COc1ccc2nc(NC(=O)CCc3nc(-c4ccccc4F)no3)sc2c1	-1.2
NC(=S)NN=Cc1nccc2c(C(F)(F)F)cccc12	-2.9
COc1cc(C(C)=O)ccc1Oc1ncnc2c1cnn2-c1ccc(F)cc1	3.7
Cn1c(NCC(O)c2ccccc2)nc2c1c(=O)n(Cc1ccc(Cl)c(Cl)c1)c(=O)n2C (stereo not drawn)	-3.3

The list continues:
SMILES	TTR transcr act
CCC1=NN(C(=O)C(=O)Nc2ccc(Br)cc2)C(O)(C(F)(F)F)C1 (stereo not drawn)	-2.3
Cc1cc(C)c2c(=O)c(C#N)coc2c1	0.2
Fc1ccc(CSc2nnc(-c3ccco3)o2)cc1	2.9
O=C1C(Cl)=C(NCCCO)C(=O)c2ccccc21	-0.9
CCOC(=O)C1=C(C)NC(=S)NC1c1ccco1 (stereo not drawn)	1.0
CCOc1ccc(CCNS(=O)(=O)c2ccc3c(c2)N(C(C)=O)CCO3)cc1OCC	1.5
O=C(CSc1ccccc1)Nc1nccs1	0.2
CC(C)(C)CC(=O)Nc1nnc(SCC(=O)NCc2cccs2)s1	0.1
Cc1cc(C)nc(NC2=NCC(=O)N2c2ccccc2Br)n1	-1.4
CCN1CCC(NC(=O)Nc2ccc(F)cc2F)CC1	-2.0
CC(=O)N1c2ccc(S(=O)(=O)N3CCC(C(=O)NC(C)c4ccccc4)CC3)cc2CC1C (stereo not drawn)	-2.3
CC1CCCC(NC(=O)c2ccc(CNc3c(N4CCCC4)c(=O)c3=O)cc2)C1C (stereo not drawn)	0.2
Cc1ccc(NC(=O)c2ncn(CCCN3CCN(Cc4cccc5ccccc45)CC3)n2)cc1C	-0.9
Cc1ccc2c(CC(=O)OC3CCOC3=O)coc2c1 (stereo not drawn)	-1.2
O=C(COC(=O)CCc1ccc(S(=O)(=O)N2CCOCC2)cc1)NCc1ccccc1	-0.3
Cc1ccc(CSCCNC(=O)c2ccccc2)cc1	0.1
CC(=O)c1ccc(NC(=O)CSc2nccn2C)cc1	0.8
CC1CC(C)CN(CCCNC(=O)C2CCN(S(=O)(=O)N3CCCCC3)CC2)C1 (stereo not drawn)	-1.8
COc1ccccc1Nc1nc(NCc2ccco2)c2ccccc2n1	0.3
COc1ccc(Cl)cc1C(=O)O/N=C(\N)c1ccc(Cl)cc1	-1.2
CCOC(=O)c1ccc(NC(=S)NC2CC(C)(C)NC(C)(C)C2)cc1	3.2
O=[N+]([O-])c1ccc(CC(Cl)c2ccccn2)cc1 (stereo not drawn)	-0.2
CCOc1ccc(N2CC(C(=O)NCCN3C(=O)S/C(=C\c4ccc(OC)cc4)C3=O)CC2=O)cc1 (stereo not drawn)	0.6
Cn1c(=O)c2c(ncn2CC(=O)N/N=C/C=C/c2ccco2)n(C)c1=O	-1.0
CC(C)(C)NC(=O)C(c1ccc(F)cc1)N(CC1CCCO1)C(=O)CCC(=O)Nc1ccccn1 (stereo not drawn)	0.4
Cn1cccc1/C=C1\SC(=Nc2ccccc2)NC1=O	-2.6
CCN1C(=O)c2ccccc2Sc2ccc(C(=O)NCCN3CCOCC3)cc21	2.5
CCc1c(C)nc(N)n2c(SCC(=O)N3CCCC(C)C3)nnc12 (stereo not drawn)	-1.5
CN(CC(=O)NCc1ccco1)CC(=O)Nc1ccc(F)c(F)c1F	0.1
CCOC(=O)Cn1c(=O)c(-c2ccccc2NCc2ccccc2)nc2ccccc21	2.1
CCn1ccc(C(=O)Oc2ccc(C(C)C)cc2)n1	0.5
Nc1cc(N)cc(C(=O)Nc2ccc3c(c2)C(=O)NC3=O)c1	0.2
CCCc1cc(C(=O)N2CCN(C(c3ccccc3)c3ccccc3)CC2)no1	-3.7
CC(C)C(=O)Nc1ccc(Oc2ccc3c(c2)C(=O)NC3=O)cc1	-0.1
Nc1ccc(Cl)c(-c2nc3ncccc3o2)c1	1.9
CC(=O)N1Cc2cc(C(=O)NCC(F)(F)F)nc(-c3cccc(-c4cccnc4)c3)c2[C@H]1CCO	2.5
O=C(N/N=C/c1ccncc1)c1ccc(NC(=O)c2ccc(Cl)cc2)cc1	3.2
Cc1cc(CNC[C@H]2O[C@@H](n3ccc(N)nc3=O)[C@H](O)[C@@H]2O)no1	-1.6
Cc1ccc(NC(=O)CSc2n[nH]c(-c3ccco3)n2)c(C)c1	1.3
COc1ccc(-c2cnc3c(NC=O)cc(-c4cccc(NS(C)(=O)=O)c4)cn23)cc1OC	-2.5
CN1CCN(c2ccc(Cl)cc2NS(=O)(=O)c2ccccc2Cl)CC1	1.8
C/C(CC(=O)Nc1ccc(Cl)c(Cl)c1)=N\NC(=O)Cc1ccccc1	-1.6
Cc1ccnc(Nc2cccnc2)n1	1.2
CN(C(=O)c1cccc(NC(=O)Cc2ccc(NC(=O)C3CCN(C(=O)C4CCCC4)CC3)cc2)c1)C1CCCCC1	-2.9
Cc1cc(C)nc(NC(=S)Nc2cccc(Cl)c2Cl)c1	1.0
COc1ccc([N+](=O)[O-])cc1NC(=O)COC(=O)/C=C/c1ccco1	1.3
Cc1ccccc1Cn1c2ccccc2c2cnn(CC(=O)NCc3ccco3)c(=O)c21	-3.3
CCOc1ccccc1N1CC(C(=O)Nc2ccc3c(c2)OCCO3)CC1=O (stereo not drawn)	4.1
O=C(NCc1n[nH]c(=S)n1-c1ccccc1)c1cccs1	0.8
COCCn1nnnc1C(c1cc2cccc(C)c2[nH]c1=O)N1CCN(c2ccccc2F)CC1 (stereo not drawn)	1.9
C[C@H](CO)N1C[C@H](C)[C@H](CN(C)S(C)(=O)=O)Oc2c(cccc2N(C)C)C1=O	-1.6
COc1ccc(N2C(=O)C(CN3CCCCC3)C2c2ccccc2)cc1 (stereo not drawn)	2.1
O=c1c([N+](=O)[O-])c(NCCN2CCCCCC2)c2ccccc2n1-c1ccccc1	4.6
COC(=O)c1c(NC(=O)CN2CCC3(O)CCCCC3C2c2ccc(OC)cc2OC)sc(C)c1C (stereo not drawn)	-0.7
Cc1cccnc1Sc1c([N+](=O)[O-])ncn1C	0.9
O=C(Nc1ccc(C(O)(C(F)(F)F)C(F)(F)F)cc1)c1ccc(F)cc1Cl	-2.4
CCN1CCN(c2c(Cl)cccc2NC(=O)c2ccc([N+](=O)[O-])cc2)CC1	6.2
CC(=O)c1ccc(N(C(=O)c2ccco2)C(C(=O)NC2CCCC2)c2ccc(N3CCOCC3)cc2)cc1 (stereo not drawn)	0.2
CCCNC(=O)c1ccc(N2CCC3(CC2)CC(c2ccccc2)=NO3)c(NC(=O)c2cccc(OC)c2)c1	-2.8
Cc1ccc(SC(=O)COc2ccc(C)c(C)c2)cc1	-3.1

Among those listed so far, these contain a nitro group on carbon:
SMILES	TTR transcr act
O=C1C2CCCCC2C(=O)N1c1ccc(NC2CCCCC2)c([N+](=O)[O-])c1 (stereo not drawn)	-0.7
NCCNc1ccc([N+](=O)[O-])cc1	5.5
Cc1ccc(OCCCOc2ccc(Cl)cc2Cl)c([N+](=O)[O-])n1	-0.3
O=[N+]([O-])c1ccc(CC(Cl)c2ccccn2)cc1 (stereo not drawn)	-0.2
COc1ccc([N+](=O)[O-])cc1NC(=O)COC(=O)/C=C/c1ccco1	1.3
O=c1c([N+](=O)[O-])c(NCCN2CCCCCC2)c2ccccc2n1-c1ccccc1	4.6
Cc1cccnc1Sc1c([N+](=O)[O-])ncn1C	0.9
CCN1CCN(c2c(Cl)cccc2NC(=O)c2ccc([N+](=O)[O-])cc2)CC1	6.2

Additional structures:
SMILES	TTR transcr act
CSc1ccc(/C=C(\C#N)C(=O)Nc2cccc(C)c2)cc1	5.6
CSc1ccc(C#N)cc1NC(=O)c1ccc(Cl)cc1	-0.7
CCOC(=O)c1c(NC(=S)Nc2cccnc2)sc(C)c1C	1.7
COc1ccc(/C(=N/Nc2ncnc3ccccc23)C(=O)O)cc1	2.3
CCn1c(-c2ccoc2C)n[nH]c1=S	3.4
CCCOc1ccc(C(=O)NNC(=S)NC(C)=O)cc1	-0.3
CC(C1CC1)N(Cc1ccccc1)C(=O)NC(=O)c1ccccc1 (stereo not drawn)	-1.6
CC(=O)Nc1ccc(C(C)=NNC(=O)C2CCCC2)cc1	1.8
CCCCNC(=O)N(O)C1N(/N=C/c2cccnc2)C(=S)SC1(C)C (stereo not drawn)	4.9
CC(Sc1nnc(N)s1)C(=O)Nc1ccc(N2CCOCC2)cc1 (stereo not drawn)	-1.3
C=CCn1c(SCC(=O)NC23CC4CC(CC(C4)C2)C3)nc(O)cc1=O	-1.8
Cc1ccc(C2=[N+]([O-])C(C)N(O)C2(C)C)o1 (stereo not drawn)	3.4
Nc1ccnn1Cc1ccncc1	1.2
O=C(NC(=S)Nc1cccc([N+](=O)[O-])c1)C1CCCC1	-0.1
Nc1ccc(-c2nc3ncccc3o2)c(Cl)c1	0.6
Cc1cccc(Cn2c(N3CCCCC3C)nc3c2c(=O)[nH]c(=O)n3C)c1 (stereo not drawn)	0.6
COc1ccc(CCNC(=S)NC(=O)c2cccc([N+](=O)[O-])c2)cc1OC	1.8
CC(=O)N1CCN(CC(=O)Nc2ccc(Cl)c(S(=O)(=O)N(C)C)c2)CC1	-0.9
CC(C)CNC(=O)C1(C)CCCN1C(=O)c1cccnc1Oc1ccccc1 (stereo not drawn)	4.0
CN(CC(=O)Nc1ccccc1C(=O)NC1CC1)Cc1ccc(N(C)C)cc1	-0.4
Cc1cc(C)c(-c2csc(NC(=O)C3=COCCO3)n2)c(C)c1	-2.1
Cc1oc(-c2ccccc2Cl)nc1CN(Cc1ccccn1)C[C@@H]1CCC(=O)N1	0.4
Nc1nonc1-n1nnc(C(=O)N/N=C/c2cccnc2)c1CSc1ccccc1	1.6
COc1cc(C(C)=O)ccc1OCC(=O)NCC(c1ccc(F)cc1)N1CCOCC1 (stereo not drawn)	3.4
O=C(Nc1ccc(OCCO)cc1)c1csc([C@@H]2C[C@H](O)[C@@H](CO)O2)n1	-0.5
Oc1c(Br)cc(C2N=C(c3ccccc3Cl)NO2)cc1Br (stereo not drawn)	-1.7

Bioassay records (PubChem)
